# Screening data as filed in PubChem BioAssay.
# TRPN1 ag: zebrafish TRPN1 (NompC) channel agonism | HEK293 zebrafish TRPN1-YFP, Fluo-8 calcium fluorescence; 100% = response to 87 µM carbachol | 220,000 tested, 0.18% active | activation, % at 3 µM | AID 1424;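 active means activation above its plate's cutoff, the mean activation of test wells on that plate plus 3 SD, cut at about 19% in these data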;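 further: 0% = DMSO alone and 100% = 87 µM carbachol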
#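 Material – zebrafish TRPN1-YFP in HEK293 cells · Doses – 3 µM single point · Schedule – dye 1 h 37 °C plus 30 min RT · Signal – Fluo-8 calcium fluorescence, excitation 470-495 nm, emission 515-575 nm · Read-out – % activation versus carbachol response · Control set – carbachol high, DMSO low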
# Cl transport mod: modulates chloride dependent transport by human KCC2; B-score of Tl+ flux slope (higher = more flux/activation; lower = inhibition) at 10 µM; Q9H2X9; 190,000 tested, 2.2% active; AID 1456; KCC2 cells, thallium flux FluoZin-2 fluorescence;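 active means thallium flux slope and its plate-corrected score both differing from the plate sample mean at a set confidence after two filtering rounds, in either direction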;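 further: slope of fluorescence scaled to starting intensity during 10 to 20 s after thallium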
# EBV gp42 inh: blocks Epstein-Barr virus glycoprotein 42 binding; Q1HVG2; Fluorescence polarization binding assay, mP read-out; inhibition, % (tested at 21.74 µM); 220,000 tested, 0.42% active; AID 1085; in the data active means inhibition above about 50%
# Target sequence (Q1HVG2 whole entry, looked up): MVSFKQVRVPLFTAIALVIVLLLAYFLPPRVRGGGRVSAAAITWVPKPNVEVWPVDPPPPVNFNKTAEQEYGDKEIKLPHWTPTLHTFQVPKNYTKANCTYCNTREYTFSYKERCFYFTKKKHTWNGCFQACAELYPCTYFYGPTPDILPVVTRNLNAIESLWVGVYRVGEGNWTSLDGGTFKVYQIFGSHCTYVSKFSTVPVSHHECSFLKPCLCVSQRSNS
# TRPML3 agonist: agonists of human TRPML3 channel | Q8TDD5 | HEK293 TRPML3-YFP, Fluo-8 calcium fluorescence; 100% = the carbachol control signal | activation, % at 3 µM | 220,000 tested, 0.29% active | AID 1448;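 active means activation above its plate's cutoff, the mean activation of the plate's test wells plus 3 SD, cut at about 12% in these data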;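 further: 0% = DMSO only wells and 100% = carbachol wells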
#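 Material: TRPML3-YFP stable HEK293 cells | Dosing: One concentration, 3 µM nominal, 0.3% DMSO | Timing: 125 s total fluorescence read per well | Technique: Fluo-8 calcium dye fluorescence, ex 470-495, em 515-575 nm | Measure: Percent activation from peak-to-basal fluorescence ratio, scaled between DMSO and carbachol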
# TbHK1 inh: blocks Trypanosoma brucei hexokinase 1 activity; recombinant TbHK1, G6PDH-coupled NADH A340; inhibition, % at 10 µM; 220,000 tested, 0.11% active;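 active means inhibition of 50% or more in the single-dose primary screen; inactive means inhibition below 50%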
# PPC-1+TRAIL kill: kills PPC-1 cancer cells in the presence of TRAIL; PPC-1 cells + TRAIL, ATPLite viability luminescence; cell killing (% activity), % at 4 µM; 220,000 tested, 0.41% active; AID 1443;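 active means cell killing above 50% in the first pass at 4 µM, then a duplicate retest at 5 µM averaging 50% or more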;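 further: plate controls were cells with TRAIL plus DMSO for no effect and medium-only wells lacking cells for full effect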
# thrombin 1536: inhibitors of human thrombin. P00734. alpha-thrombin, Boc-VPR-AMC fluorogenic substrate cleavage. inhibition, % at 5 µM. 220,000 tested, 0.26% active. AID 1046;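 active means inhibition at or above 40%; inactive means inhibition below 40%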;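 further: 0% = enzyme with no compound and 100% = wells without enzyme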
#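 Material: human alpha-thrombin protein. Incubation: reaction at ambient temperature. Technique: fluorescence of released AMC, ex 355 nm, em 460 nm. Control set: no-compound enzyme wells and no-enzyme blanks. Also added: Boc-VPR-AMC substrate, 15 µM final. Buffer or medium: pH 7.5 Tris (50 mM) with NaCl 150 mM, Tween 20 0.05%.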
# Furin inh: blocks human furin protease activity; P09958; purified furin, fluorogenic substrate cleavage; inhibition, % at 30 µM; 220,000 tested, 0.061% active; AID 463115; in the data active means inhibition above about 25%; further: inactives centre near -15
# Target sequence (P09958 108-714 limits assumed): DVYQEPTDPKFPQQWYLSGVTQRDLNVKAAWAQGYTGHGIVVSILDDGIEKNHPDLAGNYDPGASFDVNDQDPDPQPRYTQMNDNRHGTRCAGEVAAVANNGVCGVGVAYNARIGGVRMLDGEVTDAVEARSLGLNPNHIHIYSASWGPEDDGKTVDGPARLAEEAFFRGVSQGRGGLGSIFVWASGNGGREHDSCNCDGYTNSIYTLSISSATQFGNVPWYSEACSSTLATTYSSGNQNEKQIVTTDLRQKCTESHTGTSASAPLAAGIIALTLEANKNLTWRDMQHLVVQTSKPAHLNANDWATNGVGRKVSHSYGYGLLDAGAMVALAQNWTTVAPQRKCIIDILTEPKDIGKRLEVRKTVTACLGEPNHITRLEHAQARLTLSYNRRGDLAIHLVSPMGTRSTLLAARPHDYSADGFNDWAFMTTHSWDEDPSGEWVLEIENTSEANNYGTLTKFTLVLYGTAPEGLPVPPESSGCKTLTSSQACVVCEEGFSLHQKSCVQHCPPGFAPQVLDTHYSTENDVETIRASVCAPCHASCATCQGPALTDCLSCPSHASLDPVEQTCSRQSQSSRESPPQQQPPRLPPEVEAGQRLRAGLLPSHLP
# m-calpain inh: blocks pig calpain II enzyme activity | purified calpain II, fluorogenic peptide substrate, 30 min | inhibition, % at 16 µM | 220,000 tested, 0.37% active | AID 1236;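 active means inhibition above about 50%, limit read from the data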
# Active calls of the source: *; i = inactive; . = no result given; [ ] = remark or other dose.
# Start of the data: the first 10 records, to show the layout:
# Every second line gives: TRPN1 ag	Cl transport mod	EBV gp42 inh	TRPML3 agonist	TbHK1 inh	PPC-1+TRAIL kill	thrombin 1536	Furin inh	m-calpain inh
CC1=C(C(=O)OCCOC(C)C)C(c2cccnc2)C2=C(CCCC2=O)N1 (stereo not drawn)
 : 1.0	-0.0351	-8.8	0.1	-7.8	-0.5	-0.2	-17.3	i
O=C(CCCN1C(=O)/C(=C/c2ccccc2)SC1=S)Nc1ccccc1O
 : -0.3	0.145	-23.1	0.7	-7.3	-10.6	1.3	-13.4	7.1
Cc1cc2cc3c(cc2nc1SCC(=O)Nc1nc(C)c(C)s1)OCO3
 : -0.3	.	-28.9	-0.4	-1.7	13.3	-8.5	-2.0[20 µM]	45.8
COc1cc2c(C)nc3onc(-c4ccccc4)c3c2cc1OC
 : -1.4	-0.346	-10.8	-0.2	-9.1	17.9	-7.2	-16.6[20 µM]	-39.0
Cc1cccc(S(=O)(=O)NNC(=O)Cc2cccn2C)c1
 : -1.1	-0.0169	4.8	0.0	2.5	24.8	-8.8	-16.5	-28.7
Cc1noc(C)c1S(=O)(=O)Nc1ccc(C(=O)NCCc2ccccc2)cc1
 : 1.4	0.873	4.1	1.1	2.1	-1.3	5.2	-11.8	-15.1
O=C(Cn1cnc2c(nnn2Cc2ccccc2F)c1=O)N1CCN(c2ccccc2)CC1
 : 0.6	.	-18.0	0.7	7.2	0.0	4.8	-9.2[20 µM]	-4.2
Cc1cc(C(=O)NNC(=S)NCC2CCCO2)cs1 (stereo not drawn)
 : 0.9	-0.822	-14.3	1.1	-2.7	16.6	1.3	-17.0[20 µM]	-3.8
COc1ccc(/C=C/CN2CCN(CC(C)C)C(CCO)C2)cc1 (stereo not drawn)
 : -0.7	-1.25	-6.1	2.0	1.5	1.6	-5.5	-17.2	-17.6
O=C(c1ccccc1NS(=O)(=O)c1ccc(Cl)cc1)N1CCc2ccccc21
 : -0.5	6.1*	-0.5	-0.4	-0.8	-7.1	9.5	-11.6	-21.3

# The listing, previewed entries included:
# Every second line gives: TRPN1 ag	Cl transport mod	EBV gp42 inh	TRPML3 agonist	TbHK1 inh	PPC-1+TRAIL kill	thrombin 1536	Furin inh	m-calpain inh
CC1=C(C(=O)OCCOC(C)C)C(c2cccnc2)C2=C(CCCC2=O)N1 (stereo not drawn)
 : 1.0	-0.0351	-8.8	0.1	-7.8	-0.5	-0.2	-17.3	i
O=C(CCCN1C(=O)/C(=C/c2ccccc2)SC1=S)Nc1ccccc1O
 : -0.3	0.145	-23.1	0.7	-7.3	-10.6	1.3	-13.4	7.1
Cc1cc2cc3c(cc2nc1SCC(=O)Nc1nc(C)c(C)s1)OCO3
 : -0.3	.	-28.9	-0.4	-1.7	13.3	-8.5	-2.0[20 µM]	45.8
COc1cc2c(C)nc3onc(-c4ccccc4)c3c2cc1OC
 : -1.4	-0.346	-10.8	-0.2	-9.1	17.9	-7.2	-16.6[20 µM]	-39.0
Cc1cccc(S(=O)(=O)NNC(=O)Cc2cccn2C)c1
 : -1.1	-0.0169	4.8	0.0	2.5	24.8	-8.8	-16.5	-28.7
Cc1noc(C)c1S(=O)(=O)Nc1ccc(C(=O)NCCc2ccccc2)cc1
 : 1.4	0.873	4.1	1.1	2.1	-1.3	5.2	-11.8	-15.1
O=C(Cn1cnc2c(nnn2Cc2ccccc2F)c1=O)N1CCN(c2ccccc2)CC1
 : 0.6	.	-18.0	0.7	7.2	0.0	4.8	-9.2[20 µM]	-4.2
Cc1cc(C(=O)NNC(=S)NCC2CCCO2)cs1 (stereo not drawn)
 : 0.9	-0.822	-14.3	1.1	-2.7	16.6	1.3	-17.0[20 µM]	-3.8
COc1ccc(/C=C/CN2CCN(CC(C)C)C(CCO)C2)cc1 (stereo not drawn)
 : -0.7	-1.25	-6.1	2.0	1.5	1.6	-5.5	-17.2	-17.6
O=C(c1ccccc1NS(=O)(=O)c1ccc(Cl)cc1)N1CCc2ccccc21
 : -0.5	6.1*	-0.5	-0.4	-0.8	-7.1	9.5	-11.6	-21.3
CCCCOC(=O)c1ccc(NC(=O)C(=O)NCc2cccnc2)cc1
 : 4.6	0.506	-20.4	1.8	0.1	.	10.8	-19.7	-11.3
COc1cccc(/C=N/NC(=O)CNC(=O)c2ccco2)c1O
 : 1.0	0.674	-17.1	0.3	-14.5	5.0	-0.4	-9.8	-13.3
O=C(Cc1cccs1)NCc1ccc(F)cc1
 : -1.1	0.11	-13.2	-0.2	-1.1	12.3	0.3	-22.1[20 µM]	1.4
CC(C)C(NC(=O)c1ccc(F)cc1)C(=O)NCC1CCCO1 (stereo not drawn)
 : 0.1	-0.0294	-18.1	0.0	-7.4	-8.4	-8.5	-19.1	-5.3
CC(C)c1ccc(O)c(N)c1
 : 3.4	1.16	-13.2	-0.1	-7.1	9.5	-6.4	-12.4	2.4
COc1cccc(N2CCN(C(=O)CCCCCNc3nc(=S)[nH]c4ccccc34)CC2)c1
 : -0.9	-1.81	-10.7	0.5	-1.7	6.6	6.5	-20.2	-14.3
COCCNc1nc2c(c(=O)n(C)c(=O)n2C)n1Cc1cccc(C(F)(F)F)c1
 : 0.9	-0.379	-6.7	0.0	14.9	-2.3	-6.8	-27.7[20 µM]	26.6
CCC(C)NCCCCOc1cc(C)cc(C(C)C)c1 (stereo not drawn)
 : -1.6	1.57	-6.6	1.0	2.1	35.4	-6.5	-27.6	-0.3
Cc1sc2nc(CN(Cc3ccccc3)C(=O)NC3CCCCC3)[nH]c(=O)c2c1C
 : -0.3	0.281	.	-0.3	7.1	.	.	5.1[20 µM]	.
CC(C)C(=O)Nc1ccc(N2CCN(S(C)(=O)=O)CC2)cc1
 : 2.0	0.0676	-10.6	1.1	2.4	1.7	-5.2	-25.5	27.0

# Every second line gives: TRPN1 ag	Cl transport mod	EBV gp42 inh	TRPML3 agonist	TbHK1 inh	PPC-1+TRAIL kill	thrombin 1536	Furin inh	m-calpain inh
Cc1ccc(Nc2cc(=O)n(C3CCCCC3)c(=O)[nH]2)cc1C
 : 0.4	.	-13.7	1.7	23.6	-18.1	5.3	-13.7	28.8
CC1CCCCN1c1ncnc(N)c1[N+](=O)[O-] (stereo not drawn)
 : 1.1	0.351	7.3	0.7	-9.7	9.5	-8.0	-7.2	3.7
COc1ccc(C(=O)CN2CCN(c3cc(C)nc4ccccc34)CC2)cc1
 : 0.8	-0.402	-7.5	1.4	7.6	-1.5	2.9	-19.3	-10.1
O=C(COc1ccc2ccccc2c1)NCCNC(=O)COc1ccc2ccccc2c1
 : 0.8	0.0041	-21.6	0.1	-13.4	-16.8	-0.1	-27.4[20 µM]	-47.6
COc1ccc(NC(=O)c2ccccc2NC(=O)CSc2ccc(C)cc2)cc1
 : -1.0	-0.056	-10.5	0.3	1.0	25.3	-1.6	-9.4[20 µM]	27.5
O=C(CNC(=O)Cc1ccccc1)NCC(=O)OCC(=O)c1ccc(Cl)cc1
 : -1.8	-0.585	-9.1	0.3	-2.2	-5.8	-16.8	-22.8	5.0
CC(C)(C)NC(=O)COC(=O)/C=C/c1ccccc1[N+](=O)[O-]
 : -0.5	1.53	-5.3	0.3	-11.0	27.1	-0.3	-16.9[20 µM]	-49.9
CN(C)NC1CC(=O)N(c2ccccc2)C1=O (stereo not drawn)
 : 1.6	0.639	-15.9	0.4	-1.0	0.8	-3.4	-34.1	-16.3
O=C(CN(Cc1ccco1)C(=O)CNS(=O)(=O)c1ccccc1)NCc1ccc(F)cc1
 : 0.2	-1.03	-3.0	0.3	2.0	-0.4	-0.7	0.4	7.9
O=C(CSc1ccc(-c2cccs2)nn1)Nc1ccccc1
 : 0.4	-3.2	5.9	0.8	-2.7	20.1	-15.7	-27.0	22.5
O=C(Cc1ccc(Br)cc1)Nc1cccc(-c2cn3c(n2)SCC3)c1
 : 5.4	-1.76	-8.3	3.3	-1.5	26.5	-27.8	-12.5	-22.8
Cc1ccc(OCC(=O)c2cc(C)n(C3CC3)c2C)c([N+](=O)[O-])n1
 : 0.9	-0.0369	-23.9	0.7	-6.4	16.7	0.5	-2.5	3.1
CN(C)C(=O)c1nc2ccccc2s1
 : 0.7	0.5	2.2	0.6	-3.0	12.1	-4.0	-21.1	-0.6
COc1ccc(C(=O)NC(=S)Nc2cccnc2)cc1OC
 : 2.5	0.61	-1.0	1.2	-2.7	16.5	-8.2	-16.4	2.9
CCOc1ccccc1CN(Cc1ccco1)S(=O)(=O)c1ccc(-n2cnnn2)c(OC)c1
 : 0.7	-1.36	-5.6	0.5	4.1	35.8	-2.5	-18.4[20 µM]	32.3
CCOc1cc2[nH]c(=S)n(CCCC(=O)NCc3ccco3)c(=O)c2cc1OCC
 : 1.1	0.702	-10.0	-0.1	-6.1	26.3	-1.9	-16.3	-24.0
COc1cccc(C(=O)NC(=S)Nc2ccc(Cl)cc2C(=O)O)c1
 : 2.1	-1.16	-8.3	0.3	-14.9	12.0	7.3	-18.9	2.4
CCCCc1oc2c(c(=O)c1C)C(=O)CC(c1ccccc1)C2 (stereo not drawn)
 : -0.8	0.0231	-14.6	-0.2	-3.1	24.1	12.5	-3.3[20 µM]	26.0
COc1ccc(/C=N/OCC(=O)Nc2cc(C)on2)cc1OC
 : 0.3	0.457	7.2	0.1	-0.8	-7.1	-16.6	-21.7	1.1
Cc1cc(C)nc(/N=C2/NC(=O)CS2)n1
 : -1.0	1.12	-4.8	-0.7	6.9	14.5	-5.8	-12.8	1.2

# Every second line gives: TRPN1 ag	Cl transport mod	EBV gp42 inh	TRPML3 agonist	TbHK1 inh	PPC-1+TRAIL kill	thrombin 1536	Furin inh	m-calpain inh
Cn1c2ccccc2c2cnn(CC(=O)O)c(=O)c21
 : 0.1	.	-7.8	0.8	-9.1	5.9	1.4	-21.1	-11.9
COc1ccccc1C(CC(=O)Nc1nccs1)c1ccco1 (stereo not drawn)
 : -0.3	.	-13.9	-1.7	32.8	-24.1	6.4	-13.2	-29.1
CCC1=NN(C(=O)Cc2ccc(OC)cc2)C(O)(C(F)(F)F)C1 (stereo not drawn)
 : 0.9	-0.326	-19.5	0.3	4.7	12.0	-0.7	-20.0[20 µM]	2.6
O=C(NCc1cccnc1)c1cccc(F)c1
 : -0.8	.	7.2	0.9	-5.5	10.9	-0.1	-12.3	-22.6
COc1cc(CNc2ccc3c(c2)CCC3)cc(OC)c1O
 : -1.1	.	2.2	0.0	2.2	4.8	2.0	0.3	-21.2
COCCN(CCOC)S(=O)(=O)c1ccc(OC)cc1
 : 0.5	0.00486	-21.9	0.2	-1.6	24.0	3.2	-22.4	-6.3
CN1CCc2c(c3ccccc3n2Cc2ccccc2)C1
 : 0.7	1.18	-19.4	-0.5	0.6	16.4	-1.5	-14.5	12.3
O=C(CCCOc1ccccc1)Nc1cccc(C(=O)O)c1
 : -0.3	0.214	2.2	0.2	0.4	15.6	-0.3	-19.4	9.8
CNC(=O)Nc1cccc(C(F)(F)F)c1
 : 1.9	0.244	-17.5	-0.1	-11.3	7.4	3.0	-13.3[20 µM]	-18.5
COc1ccc(/C=N\NS(=O)(=O)c2ccc(Cl)cc2)cc1COc1ccccc1[N+](=O)[O-]
 : -0.4	-0.858	4.7	0.7	0.8	-5.9	84.8*	-18.8[20 µM]	18.9
COc1ccc(C2=NN(C(=O)CSc3nnc(-c4ccccc4F)o3)C(c3ccco3)C2)cc1 (stereo not drawn)
 : 0.3	0.549	-24.2	0.2	-3.7	4.5	-2.7	-1.4	22.2
